PV pol inh = inhibitors of poliovirus RNA polymerase binding and polymerization; P03300; poliovirus polymerase elongation, fluorescence polarization; stronger effect = lower value; 150,000 compounds, 0.66% hits; % elongation, % (compound at 16.7 µg/mL); AID 588519; in the data active = % elongation below about 90%; also: some results filed as inactive read as strong as hits
Target sequence (P03300 1749-2209 limits assumed): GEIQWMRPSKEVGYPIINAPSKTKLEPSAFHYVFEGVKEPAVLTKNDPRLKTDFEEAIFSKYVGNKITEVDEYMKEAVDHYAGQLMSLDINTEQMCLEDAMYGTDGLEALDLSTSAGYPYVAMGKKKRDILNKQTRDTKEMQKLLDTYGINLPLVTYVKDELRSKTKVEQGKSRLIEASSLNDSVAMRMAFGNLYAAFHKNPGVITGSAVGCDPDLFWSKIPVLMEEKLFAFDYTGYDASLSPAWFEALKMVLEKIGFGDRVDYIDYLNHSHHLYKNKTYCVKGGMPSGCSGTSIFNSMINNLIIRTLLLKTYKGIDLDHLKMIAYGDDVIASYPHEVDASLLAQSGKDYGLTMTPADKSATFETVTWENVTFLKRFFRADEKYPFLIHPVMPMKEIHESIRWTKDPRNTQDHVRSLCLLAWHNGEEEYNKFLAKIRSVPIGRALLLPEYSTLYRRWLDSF
PV pol inh FP z-score = further read-out of PV pol inh, marked with its call; z-score; measured here: FP z-score; hits read low
An asterisk follows results filed as active; & = joins results of further samples. Only part of the results is shown (hit frequency here may not be typical).

Every second line gives: PV pol inh | PV pol inh FP z-score
CC1(C)CC(=O)C(C(=S)Nc2ccccc2)C(=O)C1
  102.0 | 0.4
Cc1ccc(CSc2ncnc3c2nnn3Cc2ccccc2)cc1
  99.0 | -0.6
O=S(=O)(NCCc1nnc2ccc(SCc3ccccc3Cl)nn12)c1ccccc1
  107.0 | 0.2
O=C1Cc2ccccc2C(=O)N1c1ccccc1
  98.0 | -0.5
CC(=O)N(C)Cc1nc2ccccc2n1Cc1ccccc1
  102.0 | -0.1
Cc1ccc(S(=O)(=O)NC2(C(=O)O)CCCCC2)cc1
  103.0 | 0.3
Cc1cc(C)nc(SCC(=O)OCc2cccc(S(=O)(=O)N3CCOCC3)c2)n1
  105.0 | 0.2
COC(=O)c1ccc(COC(=O)c2cccnc2N)o1
  140.0 | 5.6
CNC1(C#N)CCCCC1
  100.0 | -0.2
CN1C(=O)/C(=C\c2ccccc2C(F)(F)F)SC1=S
  102.0 | 0.3
COC(=O)c1ccc(-c2nc(-c3cc(C)nc4ccccc34)no2)cc1
  103.0 | 0.3
COc1ccc(C2=CC(c3ccc(N(C)C)cc3)n3nnnc3N2)cc1 (stereo not given)
  104.0 | -0.1
CN(C)c1cccc(C(=O)N2CCOCC2)c1
  100.0 | 0.1
Cc1cccc(OC(=O)Nc2ccccc2)c1
  103.0 | 0.2
Cc1ccn2nc(C(=O)OCc3cc(=O)oc4cc5c(cc34)CCC5)nc2n1
  108.0 | 0.6
Cc1ccc(CSC2=Nc3ccccc3C3=NC(CCC(=O)NCc4cccs4)C(=O)N23)c(C)c1 (stereo not given)
  111.0 | 0.9
O=C(c1cccc(COc2ccccc2Cl)c1)N1CCCCC1
  102.0 | 0.2
O=C1CCC(C(=O)OCC(=O)Nc2cccc(Oc3ccccc3)c2)=NN1
  103.0 | 0.3
CCC(CC)C(=O)Nc1nnc(C(C)(C)C)s1
  105.0 | 1
Cn1nnnc1SCC(=O)N1CCNC1=O
  102.0 | -0.2
O=C(NCC(c1cccnc1)N1CCc2ccccc2C1)C(=O)Nc1ccccc1F (stereo not given)
  113.0 | 1.1
COC(=O)c1cc(S(=O)(=O)Nc2ccc(OC)cc2)c[nH]1
  101.0 | -0.3
CN(CC(=O)NCc1ccco1)S(=O)(=O)c1ccc2c(c1)c(=O)n(C)c(=O)n2C
  101.0 | 0.2
O=C(Cc1c[nH]c2ccccc12)NCC1CCN(c2ccc(S(=O)(=O)N3CCCC3)cc2)CC1
  102.0 | 0
Cc1nnc(N2CCN(c3ccc(Cl)cc3)CC2)c2c1nnn2Cc1ccc(F)cc1
  110.0 | 0.9
O=C1NCC(O)=C1C=Nc1ccccc1O
  103.0 | 0.3
CCCC(=O)Nc1c2c(nn1-c1ccccc1)CSC2
  100.0 | -0.3
CCn1c(C)c(CCC(=O)N2CCCCCC2)c(=O)n2nc(-c3ccccc3OC)cc12
  101.0 | -0.3
Cc1ccc(Cl)cc1NC(=O)c1ccc(-c2nc(CSc3ccccc3)c(C)o2)cc1
  114.0 | 1.2
COc1ccc(CC(=O)Sc2nc3ccccc3o2)cc1
  107.0 | 0.5
COC(=O)c1ccc(NC(=O)CSC(=S)N2CCOCC2)cc1
  106.0 | 0.4
COc1ccc(-c2cc(C(=O)Nc3c(C)nn(Cc4ccccc4C)c3C)no2)cc1
  102.0 | -0.1
COc1ccc(-n2ccnc(NCc3ccc(C)cc3)c2=O)cc1OC
  114.0 | 1.7
CC(NC(=O)c1ccc(Cl)cc1)c1ccncc1 (stereo not given)
  102.0 | 0.1
COc1ccc(OC)c(S(=O)(=O)Nc2cc3c(cc2C)n(C)c(=O)c(=O)n3C)c1
  106.0 | 0
CC(=O)OC(CC(=O)O)Cc1nc2ccccc2s1 (stereo not given)
  104.0 | -0.3
COc1ccc(OC)c(NC(=O)C2CCN(S(=O)(=O)c3ccc(C)cc3)CC2)c1
  105.0 | 0
Cc1occc1C(=O)Nc1cnn(CCCC(=O)O)c1
  100.0 | -0.7
O=C(O)c1cnc(-c2ccccc2)nc1N1CCc2[nH]ncc2C1
  99.0 | -0.5
COc1ccc(NC(=O)CSc2nc(C)c(C)c(=O)[nH]2)cc1OC
  100.0 | 0
CC(=O)NCc1ccc(C(=O)CSc2nc3ccccc3c(=O)n2-c2ccc(Cl)cc2)o1
  104.0 | 0.6
S=c1[nH]nc(C2CCCCC2)n1N=Cc1ccncc1
  94.0 | -0.9
CC(NC(=O)c1c2c(nc3ccccc13)C(=O)N(C1CCCCC1)C2)c1ccccc1 (stereo not given)
  105.0 | -0.1
C=CCn1c(O)c(C=Nc2cccc(C)c2)c(=O)[nH]c1=S
  96.0 | -0.8
O=C(CCN1C(=O)c2ccccc2C1=O)Oc1ccc(Cl)cc1
  103.0 | 0.7
C=C(C)Cn1c(SCC(=O)O)nnc1-c1ccccc1
  103.0 | 0.3
CCN(CC)Cc1ccc(Nc2ccnc3cc(Cl)ccc23)cc1O
  100.0 | 0
O=C1N(c2ccc3c(c2)OCO3)C(c2ccc3c(c2)OCO3)C1(F)F (stereo not given)
  101.0 | 0
O=C(Cn1nc(-c2ccccc2)ccc1=O)N1CCOCC1
  103.0 | 0.9
CCOC(=O)C1CCN(Cn2c(O)c(N=NC(=S)Nc3cccc(OC)c3)c3ccccc32)CC1
  104.0 | 1.1

(more compounds)
Every second line gives: PV pol inh | PV pol inh FP z-score
COc1cc2ncnc(NCc3cccc4c3OCO4)c2cc1OC
  101.0 | -0.1
COc1ccccc1-c1nc2n(n1)C(c1ccccc1Cl)C(C(=O)Nc1cccnc1)=C(C)N2 (stereo not given)
  105.0 | 0
O=c1ccc(=O)n(CN(c2ccccc2)c2ccccc2)[nH]1
  103.0 | -0.1
Cc1cc(C)nc(NS(=O)(=O)c2ccc(NC(=O)CC3CCCC3)cc2)n1
  107.0 | 0
C=CCn1c(C)c(C=C(C#N)C#N)c2ccccc21
  102.0 | 0.2
COc1ccc(C2=N/C(=C\c3ccc4c(c3)OCO4)C(=O)O2)cc1
  102.0 | 0.6
O=C(CCN1C(=O)C2C3C=CC(C3)C2C1=O)Nc1ccccc1 (stereo not given)
  105.0 | 0.7
Cc1nn(CCCC(=O)NC2CCCC(C)C2C)c(=O)c2nccn12 (stereo not given)
  99.0 | -1.1
COC(=O)C(Cc1c[nH]c2ccccc12)NS(=O)(=O)c1cccc2nonc12 (stereo not given)
  103.0 | -0.1
Cc1noc2ncnc(N3CCCC3CO)c12 (stereo not given)
  105.0 | 0.5
COC(=O)c1ccccc1NC(=O)Cc1noc2ccccc12
  102.0 | -0.1
O=C1COc2ccc(Cl)cc2N1Cc1cc2c(cc1Cl)OCO2
  101.0 | -0.2
O=C(O)c1ccc(CSc2n[nH]c(-c3ccco3)n2)cc1
  97.0 | -1.6
Cc1ccc(NC(=O)c2ccc(Br)o2)cc1
  103.0 | 0.6
NS(=O)(=O)c1ccc(NC(=O)C2CC=CCC2C(=O)N2CCOCC2)cc1 (stereo not given)
  101.0 | -0.2
O=S(=O)(c1cc(OCC(F)(F)F)ccc1OCC(F)(F)F)n1cccc1
  106.0 | 0.4
Nc1cccc(-n2cccc2)c1
  100.0 | -0.5
O=S(=O)(c1ccc(NC2CCN(Cc3ccccc3)CC2)nc1)N1CCCCC1
  104.0 | 0.3
CCOC(=O)C1CCN(C(=O)CNC(=O)Cn2c(C)cc3ccccc3c2=O)CC1
  100.0 | -0.1
COC(=O)c1scc(C#N)c1N=CN(C)C
  107.0 | 0.6
O=C(CSc1nc2ccccc2o1)NCC1CCCCC1
  105.0 | 1.4
C/C(N)=C(/C#N)C(=O)Cn1cc(S(=O)(=O)N2CCCC2)ccc1=O
  110.0 | 0.1
CCC(Sc1nc(O)cc(=O)[nH]1)C(=O)Nc1nnc(C(C)C)s1 (stereo not given)
  102.0 | 0.1
COc1ccc(CC(=O)N(Cc2ccccc2)C(C)C)cc1
  102.0 | 0.7
OC1CCCCC1N1CCC(c2ccccc2)CC1 (stereo not given)
  99.0&100.0 | -0.1&0.2
CC(C)c1ccc(C2C(C#N)=C3N=C(N)c4ccccc4N3C3=C2C(=O)CCC3)cc1 (stereo not given)
  101.0 | 0.4
OCc1ccccc1O[C@@H]1O[C@H](CO)[C@@H](O)[C@H](O)[C@H]1O
  103.0 | 0.7
COc1ccc2nc(SCC(=O)N3CCCCC3)c(C#N)cc2c1
  107.0 | 1.7
CCC(C)(C)n1nnnc1C(c1cccnc1)N1CCCC(C)C1 (stereo not given)
  101.0 | -0.3
CCNC(=S)N1CCC(n2cnc3ccccc32)CC1
  102.0 | 0.1
Cc1ccc(-n2cnnn2)cc1Cl
  101.0 | -0.6
Cc1ccc(NC(=O)Cn2c(SCc3cccc(F)c3)nc3ccncc32)c(C)c1
  110.0 | 0.9
COCCCn1c(=O)c2sccc2n2c(CCCC(=O)Nc3cccc(OC)c3)nnc12
  109.0 | -0.6
Cc1ccccc1-n1c(=O)c2ccccc2n2cnnc12
  103.0 | 0
CCCC(C(=O)O)c1ccccc1 (stereo not given)
  100.0 | -0.1
CCn1nnc(NC(=O)c2sc3ccccc3c2Cl)n1
  98.0 | -1
COc1ccc(NC(=O)c2oc3ccc(S(=O)(=O)N(C)C4CCCCC4)cc3c2C)cc1Cl
  110.0 | 0
Cc1ccccc1NC(=S)NCc1cccn1C
  99.0 | -0.6
O=C(c1cc(C(F)(F)F)cc(C(F)(F)F)c1)N1CCN(Cc2ccc3c(c2)OCO3)CC1
  104.0 | 0.7
COc1cc(Cl)c(C)cc1NC(=O)COC(=O)c1n[nH]c2ccccc12
  108.0 | 1
CCOC(=O)N1CCN(C(=O)CN(c2cccc(Cl)c2)S(=O)(=O)c2ccccc2)CC1
  101.0 | -1.1
O=C(O)c1ccc(N2C(=O)C3C4c5ccccc5C(CO)(c5ccccc54)C3C2=O)cc1 (stereo not given)
  101.0 | -0.3
CC(C)N(CC(N)=O)Cc1ccc(-c2ccccc2)cc1
  106.0 | -0.6
NCC(c1ccccc1)N1CCOCC1 (stereo not given)
  108.0 | 0.5
COc1ccc(OC)c(S(=O)(=O)NCC(c2ccc(F)cc2)N2CCN(C)CC2)c1 (stereo not given)
  102.0 | -0.1
CC(C)n1c(NC(=O)Nc2ccccc2)c2ccccc2nc1=O
  102.0 | 0.1
CCOC(=O)c1cccc(NC(=O)c2cc(CN3CCCC3)on2)c1
  104.0 | -0.6
COc1ccc(/C=C/C(=O)Nc2ccc(N3CCOCC3)c(Cl)c2)cc1
  102.0 | 0.2
COc1cccc(N2CCN(C(=O)c3c(C)oc4ncnc(N5CCCCC5)c34)CC2)c1
  99.0 | -1.1
COc1cccc(C2=NOC(C(=O)Nc3ccc4c(c3)OCO4)C2)c1 (stereo not given)
  100.0 | 0.1

(cont.)
Every second line gives: PV pol inh | PV pol inh FP z-score
CCC(C)NC(=O)c1csc2c1CCCC2 (stereo not given)
  103.0 | 0.7
COc1cc(OC)c(OC)cc1/C=N/NC(N)=O
  100.0 | -0.3
CCOC(=O)C1CCN(C(=O)COc2cc(=O)n(C)c3ccccc23)CC1
  101.0 | 0
COc1cc(NC(=S)NC(C)c2cn(C)nc2C)cc(OC)c1 (stereo not given)
  102.0 | 1
Cn1c(=O)cc(OCC(=O)N2CCC(N3CCCCC3)CC2)c2ccccc21
  103.0 | 1.5
Cc1ccc(-c2nc(CN(C)C)cc(CN(C)C)c2O)cc1
  100.0 | -0.5
CCOC(=O)C1CCCN(C(=O)C2CCN(S(=O)(=O)c3c(C)noc3/C=C/c3ccccc3F)CC2)C1 (stereo not given)
  109.0 | 0.6
COc1ccc(CC(=O)N2CCC(c3ccccc3)C2)cc1 (stereo not given)
  102.0 | 0.3
CN(CC(=O)c1c(N)n(C)c(=O)n(C)c1=O)Cc1nc2ccccc2c(=O)[nH]1
  103.0 | -0.1
CCOC(=O)N1CCN(C(=O)c2cnn3ccccc23)CC1
  98.0 | -0.9
CCc1nn(CC(=O)N(CC)Cc2ccccc2)c(=O)c2cc3occc3n12
  102.0 | -0.7
Cc1ccc(C2C(C#N)=C(N)N(N3CCOCC3)C3=C2C(=O)CC(C)(C)C3)cc1 (stereo not given)
  103.0 | 0.4
Cc1ccc(-n2nc(C)cc2N)cc1
  99.0 | -0.4
COc1ccc(-c2onc(C)c2C)cc1S(=O)(=O)NCc1cccs1
  110.0 | 0.6
O=C1C2C3C=CC(C3)C2C(=O)N1c1ccc(-c2nc3ccccc3o2)cc1 (stereo not given)
  102.0 | 0.2
CN1CCN(NC(=O)c2csc3ccccc23)CC1
  101.0 | 0.4
Cc1cccc(NC(=O)C2CCCN(S(=O)(=O)c3c(C)n[nH]c3C)C2)c1 (stereo not given)
  103.0 | -1.3
COc1ccc(C)cc1NC(=S)NN1CCOCC1
  99.0 | -0.7
Cc1ccccc1NC(=O)Cn1nc(-c2ccc(F)cc2)c2cnc3ccccc3c21
  109.0 | 0.6
O=C(O)C1CCCCC1C(=O)N1CCCCCC1 (stereo not given)
  99.0 | -0.8

In another format: entries from further up
> O=C(O)C1CCCCC1C(=O)N1CCCCCC1 (stereo not given)
  PV pol inh = 99.0 | PV pol inh FP z-score = -0.8
> Cc1cccc(NC(=O)C2CCCN(S(=O)(=O)c3c(C)n[nH]c3C)C2)c1 (stereo not given)
  PV pol inh = 103.0 | PV pol inh FP z-score = -1.3
> O=C1C2C3C=CC(C3)C2C(=O)N1c1ccc(-c2nc3ccccc3o2)cc1 (stereo not given)
  PV pol inh = 102.0 | PV pol inh FP z-score = 0.2
> COc1ccc(C)cc1NC(=S)NN1CCOCC1
  PV pol inh = 99.0 | PV pol inh FP z-score = -0.7

Going on with the list:
Every second line gives: PV pol inh | PV pol inh FP z-score
Cn1c(N)nc(N)c(N)c1=O
  45.0 | -5.1
CCOC(=O)C1CCN(Cc2coc3ccc(Cl)cc3c2=O)CC1
  105.0 | 2
CNC(=O)C1CCC(Cn2c(=O)c3sccc3n(CC(=O)N3CCC(C)CC3)c2=O)CC1 (stereo not given)
  105.0 | -0.2
Cc1cc(C)nc(NC(=NCCc2c[nH]c3ccc(Cl)cc23)NC(=O)c2ccccc2C)n1
  105.0 | 0.1
COc1cccc(OC)c1C(=O)N(C(=O)c1c(OC)cccc1OC)c1oc(-c2ccco2)c(-c2ccco2)c1C#N
  103.0 | 0.2
